# Cav32 inh – Cav3.2 calcium influx blockers – cell-based, Fluo-4 calcium fluorescence, FDSS, MLSMR library, primary screen | Voltage-dependent T-type calcium channel subunit alpha-1H (Homo sapiens), O95180 | Cav3.2-expressing cells; stronger effect = lower value | B-score at 10 µM | actives 4% (n = 100,000) | AID 449739, 2010;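 active = single-dose well whose peak fluorescence ratio is a statistical outlier from its plate by either plate-standardised score or position-corrected B-score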
# Target sequence (O95180 whole entry, looked up): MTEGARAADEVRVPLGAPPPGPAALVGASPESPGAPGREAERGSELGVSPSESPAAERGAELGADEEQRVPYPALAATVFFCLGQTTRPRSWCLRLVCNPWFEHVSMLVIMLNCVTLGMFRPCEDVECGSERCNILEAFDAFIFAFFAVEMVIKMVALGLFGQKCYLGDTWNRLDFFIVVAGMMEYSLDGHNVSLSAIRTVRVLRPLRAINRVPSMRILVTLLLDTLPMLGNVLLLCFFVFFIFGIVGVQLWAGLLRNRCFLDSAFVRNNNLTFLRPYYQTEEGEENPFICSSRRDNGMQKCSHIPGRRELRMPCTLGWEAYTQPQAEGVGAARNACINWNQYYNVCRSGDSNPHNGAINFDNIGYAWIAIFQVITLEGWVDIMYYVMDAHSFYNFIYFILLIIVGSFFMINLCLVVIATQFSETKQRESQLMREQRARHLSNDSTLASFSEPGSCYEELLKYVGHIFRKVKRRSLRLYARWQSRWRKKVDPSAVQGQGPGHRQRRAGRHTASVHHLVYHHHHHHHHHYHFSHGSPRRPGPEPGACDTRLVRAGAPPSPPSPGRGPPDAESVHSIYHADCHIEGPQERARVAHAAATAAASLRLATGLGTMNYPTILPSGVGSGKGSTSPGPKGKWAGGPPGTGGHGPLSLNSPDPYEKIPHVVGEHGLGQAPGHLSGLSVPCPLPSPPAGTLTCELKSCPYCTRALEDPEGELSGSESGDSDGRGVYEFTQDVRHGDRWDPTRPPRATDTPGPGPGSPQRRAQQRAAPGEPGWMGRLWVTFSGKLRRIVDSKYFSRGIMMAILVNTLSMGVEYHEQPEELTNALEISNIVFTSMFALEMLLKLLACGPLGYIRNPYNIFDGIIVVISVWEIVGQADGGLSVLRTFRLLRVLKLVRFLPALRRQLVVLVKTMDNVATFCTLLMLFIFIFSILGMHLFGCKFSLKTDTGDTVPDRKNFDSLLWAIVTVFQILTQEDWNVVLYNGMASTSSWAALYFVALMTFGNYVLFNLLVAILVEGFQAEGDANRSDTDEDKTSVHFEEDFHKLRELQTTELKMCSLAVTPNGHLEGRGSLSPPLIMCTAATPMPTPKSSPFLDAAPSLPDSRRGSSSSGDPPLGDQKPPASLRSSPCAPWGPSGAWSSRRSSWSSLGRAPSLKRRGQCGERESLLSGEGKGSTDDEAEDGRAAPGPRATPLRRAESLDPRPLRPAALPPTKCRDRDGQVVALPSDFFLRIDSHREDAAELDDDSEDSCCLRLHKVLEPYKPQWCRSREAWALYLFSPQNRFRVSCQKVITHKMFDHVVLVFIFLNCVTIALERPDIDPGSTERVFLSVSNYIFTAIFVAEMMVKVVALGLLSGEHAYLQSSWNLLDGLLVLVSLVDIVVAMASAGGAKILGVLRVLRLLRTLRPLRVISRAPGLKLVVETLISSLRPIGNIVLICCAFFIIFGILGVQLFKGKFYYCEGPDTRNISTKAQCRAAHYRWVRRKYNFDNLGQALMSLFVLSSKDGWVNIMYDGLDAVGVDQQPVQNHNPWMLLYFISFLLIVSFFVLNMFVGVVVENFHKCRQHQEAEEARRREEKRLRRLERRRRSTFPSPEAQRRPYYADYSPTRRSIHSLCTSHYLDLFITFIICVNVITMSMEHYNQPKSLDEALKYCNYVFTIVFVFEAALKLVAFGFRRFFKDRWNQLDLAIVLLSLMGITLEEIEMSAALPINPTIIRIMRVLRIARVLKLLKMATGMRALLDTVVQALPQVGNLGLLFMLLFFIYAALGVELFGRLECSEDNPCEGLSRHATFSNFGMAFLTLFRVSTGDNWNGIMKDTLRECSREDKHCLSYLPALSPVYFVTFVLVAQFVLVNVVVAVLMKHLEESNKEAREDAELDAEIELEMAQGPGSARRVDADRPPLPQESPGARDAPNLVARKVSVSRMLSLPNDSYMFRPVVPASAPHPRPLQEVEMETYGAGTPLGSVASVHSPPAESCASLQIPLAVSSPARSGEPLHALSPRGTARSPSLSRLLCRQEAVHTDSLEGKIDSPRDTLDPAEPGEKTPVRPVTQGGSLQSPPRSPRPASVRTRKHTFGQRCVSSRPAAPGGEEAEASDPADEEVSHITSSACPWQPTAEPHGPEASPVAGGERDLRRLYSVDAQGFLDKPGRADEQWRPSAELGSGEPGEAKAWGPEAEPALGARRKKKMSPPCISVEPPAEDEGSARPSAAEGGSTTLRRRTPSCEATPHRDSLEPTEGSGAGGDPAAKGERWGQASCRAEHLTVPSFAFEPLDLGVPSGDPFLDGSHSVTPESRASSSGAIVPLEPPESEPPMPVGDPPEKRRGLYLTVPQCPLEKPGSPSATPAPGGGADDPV
# The depositor's hits bear a star. A portion of the library; count on the stated rates, not on these rows.
SMILES,Cav32 inh
CCOC(=O)C1=C(N)OC2=C(C(=O)CCC2)C12C(=O)N1c3c(ccc(C)c32)C(C)=CC1(C)C (stereo not given),-8.3*
NCCc1c[nH]c2ccc(F)cc12,0.23
CCCCN=Cc1c(O)n(-c2c(C)cc(C)cc2C)c(=O)[nH]c1=O,0.19
CN(C)C(=O)Oc1ccc2ccccc2c1Cl,-0.16
COC(=O)c1ccccc1-n1c(C)nc2ccccc2c1=O,0.89
CCN(CC)CC(=O)Nc1ccc(Cl)cc1C(=O)c1ccccc1,0.7
Nc1ccc([As](=O)(O)O)cc1,0.45
CNCC(O)c1ccc(O)cc1 (stereo not given),-0.037
CCc1sc(C(=O)N2CCC3(CC2)OCCO3)cc1Br,-0.14
CCN1C[C@]2(COC)CC[C@H](O)[C@@]34C5C[C@H]6[C@H](O)C5[C@](O)(C[C@H]6OC)[C@@H]([C@H](OC)C23)[C@@H]14 (stereo not given in full),0.88
O=S1(=O)CC2(N3CCOCC3)CCCCCCC21 (stereo not given),-0.039
CCOC(=O)c1ccccc1NC(=O)c1c(O)[nH]c(=O)[nH]c1=O,-0.15

# Next section, starting with the last 5 of the part before.
SMILES,Cav32 inh
CNCC(O)c1ccc(O)cc1 (stereo not given),-0.037
CCc1sc(C(=O)N2CCC3(CC2)OCCO3)cc1Br,-0.14
CCN1C[C@]2(COC)CC[C@H](O)[C@@]34C5C[C@H]6[C@H](O)C5[C@](O)(C[C@H]6OC)[C@@H]([C@H](OC)C23)[C@@H]14 (stereo not given in full),0.88
O=S1(=O)CC2(N3CCOCC3)CCCCCCC21 (stereo not given),-0.039
CCOC(=O)c1ccccc1NC(=O)c1c(O)[nH]c(=O)[nH]c1=O,-0.15
CCNc1ccc(P(=S)(N(C)C)N(C)C)cc1,-0.16
CN(C)CCN=Cc1c(O)n(Cc2ccco2)c(=O)[nH]c1=O,-0.47
CCOC(=O)C(O)(c1ccc(N(CC)C(=O)OC)cc1)C(F)(F)F (stereo not given),0.29
C[C@H]1OC[C@@H](C[N+](C)(C)C)O1,-1.8
O=[N+]([O-])c1ccc(C2C3C(c4ccccc4)=NC4(CCCCC4)N32)cc1 (stereo not given),-2.6
CN1C(=O)N(C)C(=O)C(CCc2ccccn2)(CCc2ccccn2)C1=O,0.11
CC1(C)CC(=O)C(C=NCCN2CCN(C(=O)Cc3ccccc3)CC2)=C(O)C1,0.13
CCOC(=O)c1cc(C)n(CCc2cnc[nH]2)c1C,-0.66
CC1(C)CN=C(Nc2ccccc2C(F)(F)F)S1,-0.9
FC(F)(F)c1ccc2c(c1)NP(=S)(N1CCOCC1)c1nccn1-2 (stereo not given),0.055
O=C(Cn1c2c(c(-c3ccccc3Cl)cc1=O)CCC2)N1CCC2(CC1)OCCO2,1.2
CCC(=NCc1ccco1)c1c(O)[nH]c(=O)[nH]c1=O,0.23

# Some of the entries so far, field by field.
Structure: CCNc1ccc(P(=S)(N(C)C)N(C)C)cc1
  Cav32 inh: -0.16

Structure: CN(C)CCN=Cc1c(O)n(Cc2ccco2)c(=O)[nH]c1=O
  Cav32 inh: -0.47

# More records.
SMILES,Cav32 inh
CCC1C2Cn3c(nc4ccccc43)C1N(C)O2 (stereo not given),0.14
CC(=NCCC1=CCCCC1)c1c(O)n(C)c(=O)n(C)c1=O,-0.61
C[C@H]1CCC[C@@H](O)CCC/C=C/c2cc(O)cc(O)c2C(=O)O1,-0.58
Cc1cccc(C)c1NC(=O)CN(C)CC(=O)Nc1ccc(C#N)c(Cl)c1,-1
COc1ccc(CN2CC3CC(C2)c2cccc(=O)n2C3)cc1OC (stereo not given),-0.022
Cn1c(O)c(C(=O)c2ccccc2)c(=O)n(C)c1=O,-0.65
CCc1ccc(C(=O)C23CN4CN(CN(C4)C2)C3)cc1,0.92
CCN1CCN(Cc2ccc(C)cc2C)CC1,-0.026
Cc1ccnc(-n2c(C)cc(C=C3C(=O)N(C)C(=S)N(C)C3=O)c2C)c1,0.63
CCOC(=O)C1C(=O)NC2(C)CC1c1cc(OC)ccc1O2 (stereo not given),-0.071
Cc1ccccc1-c1nc(CS(=O)CC(=O)N2CCC3(CC2)OCCO3)c(C)o1 (stereo not given),0.46
CN1CCN(c2nc(N(C)C)oc(=O)c2C#N)CC1,0.4
ON1C2CCCCC2N(O)C1c1ccccc1F (stereo not given),0.16
Cc1cc(C(=O)N2CCC3(CC2)OCCO3)cs1,-1.4
CCN(CC)CCN=C(C)c1c(O)n(-c2ccccc2OC)c(=O)[nH]c1=O,-0.34
c1ccc(C2=NP(N3CCOCC3)(N3CCOCC3)=NC(N3CCOCC3)=N2)cc1,-1.7
CC(=NCCN1CCCCC1)c1c(O)n(-c2ccc(Cl)cc2)c(=O)[nH]c1=O,-0.043
Cc1cccn2c(=O)c3c(nc12)N1CCC(Cc2ccccc2)CC1C1(C3)C(=O)N(C)C(=O)N(C)C1=O (stereo not given),-1.1
COc1ccc(CCn2c(O)c(C=NCc3ccc4c(c3)OCO4)c(=O)[nH]c2=O)cc1OC,-0.64
COc1ccc(C[C@@H]2c3cc(O)c(OC)cc3CCN2C)cc1O,1.2
Cc1ccc(S(=O)(=O)Nc2cc(C(=O)N3CCC4(CC3)OCCO4)ccc2N2CCCCC2)cc1,-3
COC(=O)C1=C(c2cc3ccccc3o2)C[C@@H]2CC[C@H]1N2C(=O)NCCO,0.3
C1=C(CCNCc2ccccc2)CCCC1,1.1
CC(=O)C1C2c3ccccc3OC1(C)N=c1s/c(=C/c3cnn(C)c3)c(=O)n12 (stereo not given),1.5
CCN1CCN(Cc2cc(Br)ccc2O)CC1,0.054
Nc1c(C(=O)OCC2CCCO2)c2nc3ccccc3nc2n1Cc1cccs1 (stereo not given),-2.4
NC(=O)CN1CC(c2ccccc2)CC1=O (stereo not given),0.058
Cc1nn(C2CCOC(C)(C)C2)c2c1C(c1ccc(OC(C)C)cc1)SCC(=O)N2 (stereo not given),-3.5
Clc1ccc(CSC(Cn2ccnc2)c2ccc(Cl)cc2Cl)cc1 (stereo not given),-2.9
Cc1[nH]c2c(Cl)cccc2c1CCN,0.035
CC(=O)OC1(Cc2ccccc2)CN2CCC1c1ccccc12 (stereo not given),-1.4
Fc1ccc2c(c1)nnn2C1CCN(Cc2ccccc2)CC1,2.1
N=C1C(c2ccccc2)=C(O)CN1Cc1ccco1,0.55
C=CCOC(=O)COc1cc(C)cc2oc(=O)c3c(c12)CCC3,-0.013
COc1cccc(N2CCN(Cc3cccc(Cl)c3)CC2)c1,-0.84
COC(=O)[C@@]1(Cc2ccc(F)cc2)[C@H]2c3cc(C(=O)N(C)C)[nH]c3C[C@H]2CN1C(=O)c1ccccc1,-0.012
COc1ccc(N2C(=O)CC(N3CCC(n4c(=O)[nH]c5ccccc54)CC3)C2=O)cc1 (stereo not given),-0.13
O=C(c1cccc(N2CCCC2=O)c1)N1CCC2(CC1)OCCO2,-0.18
CC(C)CC(=O)NC(Oc1ccc(Cl)cc1)C(Cl)(Cl)Cl (stereo not given),-6.2*
Clc1ccc(COC(Cn2ccnc2)c2ccc(Cl)cc2Cl)c(Cl)c1 (stereo not given),-1.3
COC(=O)C1=C(c2ccc(S(C)(=O)=O)cc2)C[C@@H]2CC[C@H]1N2C(=O)NC1CCCCC1,1.8
CCCOC(=O)COc1cc(C)cc2oc(=O)c3c(c12)CCC3,-1.4
Cc1cccc(N/N=C/c2c(O)[nH]c(=S)[nH]c2=O)c1,-0.033
CCOC(=O)C1=C(N)OC2=C(C(=O)CCC2)C12C(=O)Nc1ccccc12 (stereo not given),-0.027
Oc1ccc2c3c1O[C@H]1c4oc5ccccc5c4C[C@@]4(O)[C@@H](C2)N(CC2CC2)CC[C@]314,-3.8
CC(c1ccccc1)n1cncc1C(=O)O (stereo not given),-0.13
OCC12COC3c4ccccc4C(OC1)N32 (stereo not given),-0.016
CCN(CC)C1=NC(=[N+](CC)CC)c2ccccc21,0.095

# Ordered by number of heavy atoms (ascending): part of the list above
SMILES,Cav32 inh
OCC12COC3c4ccccc4C(OC1)N32 (stereo not given),-0.016
Cc1cccc(N/N=C/c2c(O)[nH]c(=S)[nH]c2=O)c1,-0.033
CCOC(=O)C1=C(N)OC2=C(C(=O)CCC2)C12C(=O)Nc1ccccc12 (stereo not given),-0.027
Oc1ccc2c3c1O[C@H]1c4oc5ccccc5c4C[C@@]4(O)[C@@H](C2)N(CC2CC2)CC[C@]314,-3.8

# Later entries.
SMILES,Cav32 inh
NC(=O)CSP(=O)(c1ccccc1)c1ccccc1,0.45
CCN(CC)CCCN=Cc1c(O)n(CCc2ccc(OC)c(OC)c2)c(=O)[nH]c1=O,0.23
CC(CCc1ccccc1)NC(C)C(O)c1ccc(O)cc1 (stereo not given),-4
COC(=O)C1=CO[C@H](C)[C@H]2CN3CC[C@@]4(C(=O)Nc5ccccc54)[C@@H]3C[C@H]12,0.059
Cc1cccnc1-n1c(-c2ccco2)nc2ccccc2c1=O,0.67
Nc1c(C(=O)NCc2ccco2)c2nc3ccccc3nc2n1Cc1ccc(F)cc1,0.57
CCCCn1c(O)c(C(C)=NCc2cc(OC)cc(OC)c2)c(=O)[nH]c1=O,-3.9
Cc1ccc2c(c1)CC1(CN2C)C(=O)NC(=O)N(c2cccc(C)c2C)C1=O (stereo not given),-0.73
Clc1cc(I)cc(Cl)c1NC1=NCCN1,-0.23
COc1ccccc1N1C(=O)NC(=O)C(CCc2ccncc2)(CCc2ccncc2)C1=O,0.26
O=C(C1CCN(S(=O)(=O)c2ccccc2)CC1)N1CCC2(CC1)OCCO2,0.94
C[N+]12CCC(CC1)C(C#N)(N1CCOCC1)C2 (stereo not given),-0.17
CCCCc1ccc2[nH]cc(CCN)c2c1,0.84
Nc1c(C(=O)NCCc2ccccc2)c2nc3ccccc3nc2n1CCN1CCOCC1,-0.37
O=C(c1ccccc1F)c1cn(CC(=O)N2CCCC2)c2ccccc12,1.3
CCCCn1c(=O)c(C(=O)Nc2ccccc2S(N)(=O)=O)c(O)c2ccccc21,-1.6
COc1ccc(-c2nc(CS(=O)CC(=O)N3CCC4(CC3)OCCO4)c(C)o2)cc1 (stereo not given),-0.3
CCOCCCNC(=O)CN1C2CCC1CC(O)(c1ccc(OC)cc1)C2 (stereo not given),0.65
COc1ccccc1-n1c(-c2ccoc2)nc2ccccc2c1=O,1.2
CC(=NCCCO)c1c(O)n(Cc2ccccc2)c(=O)[nH]c1=O,0.77
CCCC(C)C(=O)NC1CCSC1=O (stereo not given),-0.22
c1ccc(-c2nnc(C3CC(c4cccnc4)=NO3)o2)cc1 (stereo not given),-1.4
Cn1c(O)c(C(=N)COc2ccccc2)c(=O)n(C)c1=O,-1.7
CC[N+]1(C)CCCC(OC(=O)C(O)(c2ccccc2)c2ccccc2)C1 (stereo not given),0.024
CCN1c2nc3c(C)cccn3c(=O)c2CC2(C(=O)N(C)C(=O)N(C)C2=O)C1C (stereo not given),0.012
CC12CN3CC(C)(CN(C1)C3c1cccs1)C2 (stereo not given),0.21
O=C(c1cccs1)C1CN2CCC1CC2 (stereo not given),1.4
CCC1(CC)C(=O)NC(=NCCc2c[nH]c3ccccc23)NC1=O,0.35
CN1C2CCC1CC(OC(c1ccccc1)c1ccccc1N)C2 (stereo not given),0.084
CC12CN3CC(C)(CN(C1)P3(=O)Oc1ccccc1)C2=O (stereo not given),0.47
CCC1CN(C)CCC1(OC(C)=O)c1ccccc1 (stereo not given),0.85
OC(COCc1ccc(Cl)cc1)CN1CC=C(c2ccccc2)CC1 (stereo not given),-6.6*
Cc1ccc(P(=S)(c2ccc(C)o2)N2CCOCC2)o1,0.16
Oc1cccc(/C=N/NP(=S)(c2ccccc2)c2ccccc2)c1,-1.8
O=c1c2ccccc2nc(-c2ccco2)n1-c1ccc(Br)cn1,0.056
CC12CNCC(C)(CNC1)C2O (stereo not given),0.27
C=CCN(c1ccc(C(=O)N(CC)CC)cc1)S(C)(=O)=O,1.5
CCN1CCC2(CC1)NC(CO)(CO)CO2,-0.14
Cc1c(C(=O)N2CCC3(CC2)OCCO3)oc2ccc(S(=O)(=O)N3CCOCC3)cc12,-0.58
CC(=O)OC1(c2ccccc2)CCN(C2CCCCC2)CC1C (stereo not given),0.52
CCN(CC)CCCN=Cc1c(O)n(-c2ccccc2F)c(=O)[nH]c1=O,0.68
Cc1ccc(N(C)C(=O)Oc2cccc3ccc(C)nc23)cc1,-6.1*
CCC(=NCCO)c1c(O)n(-c2ccc(Cl)cc2)c(=O)[nH]c1=O,-1.1
COc1ccc2c(c1OC)C(=O)OC2c1c(O)n(Cc2ccc(F)cc2)c(=O)[nH]c1=O (stereo not given),2
C=Cn1ccnc1P(=S)(c1ccn(C)c1)c1nccn1C=C,1.5
CCOc1c(P(=S)(N(C)C)N(C)C)c(C)nn1-c1ccccc1,-1.4
O=C(c1cnn2c(C(F)(F)F)cc(-c3ccccc3)nc12)N1CCC2(CC1)OCCO2,1.3
Cc1cc(N)n(C2CCN(C)CC2)n1,0.69

# A second format for some results above.
canonical_smiles	Cav32 inh
Cc1ccc(N(C)C(=O)Oc2cccc3ccc(C)nc23)cc1	-6.1*
CCC(=NCCO)c1c(O)n(-c2ccc(Cl)cc2)c(=O)[nH]c1=O	-1.1
COc1ccc2c(c1OC)C(=O)OC2c1c(O)n(Cc2ccc(F)cc2)c(=O)[nH]c1=O (stereo not given)	2

# Continued.
SMILES,Cav32 inh
COc1ccc(CC2c3cc(OC)c(OC)cc3CCN2C)cc1O (stereo not given),0.59
CC(=O)OC1(c2ccc(C)cc2)CN2CCC1c1ccccc12 (stereo not given),0.54
O=[N+]([O-])c1ccc(N2CCNCC2)cc1NCC1CCCO1 (stereo not given),0.58
COc1ccc(N=C(C)c2c(O)n(C3CCCCC3)c(=O)[nH]c2=O)c(OC)c1,-0.8
CCCC(=O)NC(Oc1ccc(Cl)cc1Cl)C(Cl)(Cl)Cl (stereo not given),-1
Cc1cc(N2C(=O)CC(N3CCC(n4c(=O)[nH]c5ccccc54)CC3)C2=O)no1 (stereo not given),1.4
O=C1C=Cc2ccccc2C1=O,0.0054
O=C(NCC(c1cccnc1)N1CCOCC1)Oc1ccccc1 (stereo not given),-0.25
CCCCn1c(N)c(C(=O)OCC2CCCO2)c2nc3ccccc3nc21 (stereo not given),-1.2
O=C(NC1CCCCC1)[C@@H]1CC=C[C@@H]2CCN(Cc3ccccc3)C(=O)[C@@H]21,-0.092
